# Screening data from PubChem.
# JMJD2C inh = blocks human GASC-1 demethylase activity | Q9H3R0 | GST-JMJD2C(1-420) H3K9me3 demethylation, DELFIA europium | inhibition, % at 2.35 µM | 330,000 tested, 0.069% active | AID 2099;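 active = more than half of a compound's replicate wells show inhibition beyond 50%, single wells judged on their own value; inconclusive = some, but no more than half, of replicates pass 50% inhibition; inactive = no replicate passes 50% inhibition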;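 also: signal counts dimethyl H3K9 product captured on neutravidin plate; 0% = median of DMSO wells and 100% = 0.3 times that DMSO median; strong numbers were not always called active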
# Target sequence (Q9H3R0 1-420 limits assumed): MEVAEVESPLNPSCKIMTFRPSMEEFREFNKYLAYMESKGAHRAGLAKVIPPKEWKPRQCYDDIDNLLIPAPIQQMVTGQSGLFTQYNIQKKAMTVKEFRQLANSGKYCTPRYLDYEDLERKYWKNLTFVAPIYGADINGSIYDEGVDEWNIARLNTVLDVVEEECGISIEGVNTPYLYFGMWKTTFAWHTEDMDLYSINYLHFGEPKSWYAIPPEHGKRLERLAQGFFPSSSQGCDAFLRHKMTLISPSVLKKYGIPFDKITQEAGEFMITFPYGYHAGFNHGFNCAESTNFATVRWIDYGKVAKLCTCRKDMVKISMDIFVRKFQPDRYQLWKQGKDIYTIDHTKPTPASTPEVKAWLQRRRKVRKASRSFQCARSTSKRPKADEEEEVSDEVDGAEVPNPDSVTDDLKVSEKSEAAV
# proCasp3 act = procaspase-3 (human) activation; P42574; recombinant procaspase-3 D3A, Ac-DEVD-pNA absorbance 405 nm; activation, % at 8.5 µM; 330,000 tested, 0.11% active; AID 463141;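 active = activation above the mean of all tested compounds plus 3 SD, cut at about 21% in these data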;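 also: 0% = DMSO alone and 100% = DMSO wells spiked with extra 5 µM PC-3 D3A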
# Target sequence (P42574 whole entry D9A/D28A/D175A): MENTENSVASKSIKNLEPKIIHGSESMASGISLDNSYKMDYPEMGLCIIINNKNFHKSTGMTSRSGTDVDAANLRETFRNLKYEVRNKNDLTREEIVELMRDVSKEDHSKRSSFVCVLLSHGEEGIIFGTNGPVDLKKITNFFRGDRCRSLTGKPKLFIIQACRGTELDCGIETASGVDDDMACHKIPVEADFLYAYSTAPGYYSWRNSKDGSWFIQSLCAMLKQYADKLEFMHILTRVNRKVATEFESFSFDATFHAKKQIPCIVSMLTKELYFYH
#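 Assay system: Autoprocessing-dead procaspase-3 D3A mutant enzyme; also added: Ac-DEVD-pNA; doses: one concentration, 8.5 µM nominal, 0.8% DMSO; times: 1 h compound preincubation, 2 h substrate hydrolysis at 25 °C; technique: 405 nm absorbance of p-nitroaniline, reads at 0 and 120 min; measure: % activation between DMSO and enzyme-spiked controls; repeats: single replicate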
# MEP2-GFP yeast = modulators of TOR pathway MEP2-GFP in S. cerevisiae; S. cerevisiae MEP2-GFP strain, flow cytometry GFP, 3 h; 100% = DMSO control level; GFP response vs DMSO, % at 10 µM; 330,000 tested, 0.51% active;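 active = GFP response versus DMSO above a set limit, roughly screen mean plus 3 SD, cut at about 180% in these data; inconclusive = fewer than 70 cells counted for a yeast strain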;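 also: median GFP fluorescence of the barcode-gated MEP2-GFP cells per well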
# RPL19A-GFP yeast = modulators of TOR pathway RPL19A-GFP in S. cerevisiae; S. cerevisiae RPL19A-GFP strain, flow cytometry, 3 h; stronger effect = lower value; percent response vs DMSO, % at 10 µM; AID 2025; 330,000 tested, 0.3% active;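 active = percent response vs DMSO below 50%; inconclusive = fewer than 70 events counted for the yeast strain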;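 also: median channel GFP fluorescence of the barcoded RPL19A-GFP strain; ratio of sample median GFP to plate DMSO average so 100% = DMSO; lower means less RPL19A-GFP as with rapamycin TOR inhibition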
# CR mimetic SO = yeast age-related superoxide inhibition as caloric restriction mimetic | S. cerevisiae aged cells, superoxide DHE fluorescence; stronger effect = lower value | superoxide response (% of plate mean), % at 10 µM | 330,000 tested, 0.18% active | AID 2690;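 active = superoxide response under a set limit, about three screen SD below normal, cut at about 65% in these data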;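 also: yeast aged for seven days with compound at 30 °C before DHE staining; 100% = average MFI of all compound-treated wells on the plate with controls excluded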
# AHR act = activators of human aryl hydrocarbon receptor; P35869; AHR-responsive luciferase reporter cells, luminescence; activation, % at 5 µM; 320,000 tested, 2.5% active; in the data active = activation above about 47%;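 also: 0% = vehicle wells and 100% = reference agonist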
# proCasp7 act = counter-screen: procaspase-7 (human) activation. 330,000 tested, 0.093% active. P55210. activation, % at 8.5 µM. recombinant procaspase-7, Ac-DEVD-pNA absorbance 405 nm; D23A/D198A/D206A triple mutant, cannot self-cleave; scale: DMSO 0, 5 µM enzyme 100;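 active = percent activation above the screen-wide mean plus 3 SD, cut at about 25% in these data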
# Target sequence (P55210 whole entry D23A/D198A/D206A): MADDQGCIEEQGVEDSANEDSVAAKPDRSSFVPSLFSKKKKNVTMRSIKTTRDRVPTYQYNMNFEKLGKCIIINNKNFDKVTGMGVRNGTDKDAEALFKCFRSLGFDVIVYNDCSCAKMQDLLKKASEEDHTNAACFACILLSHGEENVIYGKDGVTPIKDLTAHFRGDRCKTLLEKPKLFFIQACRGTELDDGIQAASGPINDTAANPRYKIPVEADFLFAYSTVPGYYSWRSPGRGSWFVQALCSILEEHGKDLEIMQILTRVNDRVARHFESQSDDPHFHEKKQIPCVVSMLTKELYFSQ
#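 Assay system: Uncleavable procaspase-7 mutant enzyme / Input: 2 µM procaspase-7 mutant as dispensed / Dosing: single nominal 8.5 µM compound dose, 0.8% DMSO final / Timing: 1 h enzyme–compound preincubation and 2 h substrate reaction, both 25 °C / Detection: p-Nitroaniline absorbance at 405 nm, read at 0 and 120 min / Replication: singlicate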
# LAP4 TOR yeast = yeast TOR pathway LAP4-GFP modulation; S. cerevisiae LAP4-GFP multiplex, flow cytometry GFP, 3 h; median GFP as percent of DMSO wells; GFP response vs DMSO, % at 10 µM; 320,000 tested, 0.34% active; AID 2023;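 active = GFP response vs DMSO above a set limit, about the screen mean plus 3 SD, cut at about 150% in these data; inconclusive = under 70 cell events counted for the yeast strain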
# * marks the source's active call; other numbers are inactive results; u = inconclusive; x = no result given; & = joins results of further samples.
no.	mol	proCasp3 act	RPL19A-GFP yeast	JMJD2C inh	LAP4 TOR yeast	proCasp7 act	AHR act	MEP2-GFP yeast	CR mimetic SO
1	CCCCn1c(N)c(N(CCOC)C(=O)CN(C)S(=O)(=O)c2ccc(C)cc2)c(=O)[nH]c1=O	7	96	-25	107	8	0	102	116
2	COc1cccc(/C=N/NC(=S)Nc2cccc(C(=O)O)c2)c1O	-1	105	8	104	-9	0	131	102
3	CCN(CC)c1nc(N2CCOCC2)nc2ccccc12	-6	105	-15	92	10	6	107	99
4	COc1ccccc1NC(=O)CSc1nnc(NC(=O)C2CC2)s1	-3	100	14	98	5	5	105	91
5	COc1ccc(CNC(=O)CNC(c2ccccc2)c2ccccc2)cc1OC	6	105	-31	98	11	3	109	94
6	CCn1nc(NC(=O)c2ccncc2)c2cc3cc(C)ccc3nc21	-8	92	0	98	-19	62*	92	102
7	CCCC(=O)Nc1nnc(Sc2ccc(N(C)C)cc2)s1	0	104	33	109	7	1	106	96
8	COc1cc(C(=O)NCC(=O)OC(C)C(=O)Nc2ncc(Cl)cc2Cl)cc(OC)c1OC (stereo not given)	-4	84	8	76	12	-1	u	91
9	CCOC(=O)c1cc2c(c(CSc3nc4ccccc4c(=O)n3Cc3ccco3)c1)OCOC2	6	100	-4&3	104	2	1	97	99
10	COc1cccc(-c2nc(CS(=O)(=O)CC(=O)NCCc3ccc(OC)cc3OC)c(C)o2)c1	2	95	7	89	-1	0	98	111
11	CCCCn1c(N)c(N(CC)C(=O)c2ccc(C)cc2)c(=O)[nH]c1=O	-4	100	9	95	-2	1	104	108
12	O=C(Nc1ccc(C(=O)O)cc1)/C(=C\c1ccc2c(c1)OCO2)NC(=O)c1ccco1	7	95	4	104	9	0	89	91
13	Cc1ccc(S(=O)(=O)N2[C@@H](c3ccccc3)C(C(=O)O)=CC[C@H]2c2cccc(Cl)c2)cc1	0	91	7	100	-2	2	91	90
14	O=C(NNS(=O)(=O)c1ccccc1F)c1cccc(S(=O)(=O)N2CCOCC2)c1	1	96	2	96	7	1	104	105
15	CCN(CC)CCn1c(NCc2ccco2)nc2ccccc21	3	99	2	106	5	2	100	112
16	CCc1nnc(NC(=O)CSc2nnc(-c3cccnc3)n2C)s1	-12	102	9	107	12	3	108	95
17	CC(C)N(Cc1cnn(C)c1)Cc1nc(Cc2ccccc2Cl)no1	0	97	1	113	-2	0	109	98
18	O=C(CN1CCOCC1)Nc1ccccc1C(=O)Nc1ccccc1	-6	100	-1	101	-8	6	103	91
19	CCOC(=O)C1(C)/C(=N/Nc2ccc(S(N)(=O)=O)cc2)C(=O)C(=O)N1c1ccccc1 (stereo not given)	2	95	-40	98	-12	14	99	116
20	O=C1N/C(=C/c2cccn2-c2ccccc2)C(=O)N1c1cccc(Cl)c1	-6	104	7	102	-6	24	104	91
21	O=C1/C(=C/c2ccc3c(c2)OCO3)Oc2cc(OCC(=O)N3CCC[C@H]3C(=O)O)ccc21	0	99	25	103	-2	1	105	105
22	CCCc1nnc(NC(=O)c2ccc(S(=O)(=O)N(C)c3ccccc3OC)cc2)s1	5	98	3	102	0	2	104	90
23	Cc1cccc(N2CCN(C(=O)CSc3ccc4c(c3)OCCO4)CC2)c1C	0	100	0	115	11	-1	99	96
24	CCc1ccc(NC(=O)C2CCCN2S(=O)(=O)c2ccc3c(c2)n(C)c(=O)c(=O)n3C)cc1 (stereo not given)	5	98	1	99	6	0	96	97
25	O=C(NC1CCOCC1)C1CCC(=O)N(CCc2cccc(F)c2)C1 (stereo not given)	2	105	-1	99	8	-8	107	104
26	CCOc1cc(C=O)cc(N=Nc2cccc([N+](=O)[O-])c2)c1O	14	107	-2	82	8	26	106	97
27	CCc1ccc2c(CN(C)Cc3ccccc3OC)cc(=O)oc2c1	-4	104	-15	97	3	9	90	104
28	COC(=O)c1c(-c2ccc(C(C)(C)C)cc2)csc1NC(=O)C1C2CCC(O2)C1C(=O)O (stereo not given)	-12	100	9	106	-9	-3	100	100
29	CCOC(=O)C1=C(O)/C(=C/c2cccc(OC)c2O)N=C1C	-4	99	12	110	-3	-1	104	101
30	O=C(NC1CCCCC1)N1CCN(c2ccc([N+](=O)[O-])cc2)CC1	1	109	-9	94	-8	-3	106	104
31	C#CCOCCOCCOCCNc1nc(N2CCN(C(=O)CCCCCCCCCCNC(=O)[C@@H](CCSC)n3cc(CCO)nn3)CC2)nc(N2CCN(C(=O)CCCCCCCCCCNC(=O)[C@H]([C@@H](C)CC)n3cc(CCCCN=C(N)N)nn3)CC2)n1	-4	90	x	123	8	2	88	93
32	Clc1nc(CN2CCOCC2)nc2sc3c(c12)CCC3	-4	102	-24	105	-1	3	65	111
33	COc1cc(OC)cc(C(=O)NC(C(=O)N2CCc3ccccc3C2)C(C)C)c1 (stereo not given)	3	106	19	94	4	12	105	107
34	Cc1cc(NC(=O)c2cccc(S(=O)(=O)N3CCCCC3)c2)no1	-7	100	-14	105	1	1	104	89
35	O=[N+]([O-])c1cccc(S(=O)(=O)NCC2CC3CCC2C3)c1 (stereo not given)	-5	100	-16	90	-7	9	100	105
36	CCCn1c(=N)n(CC(=O)c2cccs2)c2ccccc21	-9	103	5	95	-13	18	92	94
37	COc1ccc(Cl)cc1NC(=O)CNc1ccccc1N1CCOCC1	6	98	-9	107	9	5	88	104
38	O=C(c1ccc(CSCc2ccccc2F)o1)N1CCN(c2ccc(N3CCOCC3)nn2)CC1	0	101	3&-3	107	1	1	118	111
39	COc1ccc(F)cc1S(=O)(=O)n1nc(C)cc1C	6	98	3	92	-3	0	101	103
40	CSCc1cc(N(C)c2ccccc2)nc(-c2ccccc2)n1	2	107	-11	102	4	10	109	98
41	COc1cccc(CN2CCN(C(=O)c3cccc4ccccc34)CC2)c1OC	12	100	122&2	92	5	-1	101	108
42	Cc1cc(Cn2nc(C(=O)NCc3cccc(C(F)(F)F)c3)cc2-c2ccccc2)on1	1	x	6	x	-11	2	x	x
43	CC(/C=N/NC(=O)c1cccnc1)=C\c1ccccc1	-3	99	17	101	6	25	96	127
44	COc1cc(C2C(C#N)=C(N)N(N(C)C)C3=C2C(=O)CC(C)(C)C3)ccc1O (stereo not given)	6	105	1	92	0	0	104	119
45	CNc1nc(Nc2ccccc2)nc(OCC(F)(F)F)n1	-3	108	-5	99	2	11	96	92
46	O=C(C1CC1)N1CCc2cc(S(=O)(=O)N3CCOCC3)ccc21	4	100	23	102	6	1	102	91
47	Cc1onc(C(=O)NC2CCCCC2)c1[N+](=O)[O-]	4	104	-14	102	3	-2	106	122
48	CCN(CC(=O)Nc1ccc(NC(C)=O)cc1)C(=O)c1cccc(S(=O)(=O)N2c3ccccc3CC2C)c1 (stereo not given)	0	96	8	105	-2	-3	107	89
49	Cc1ccc(S(=O)(=O)N2CCC(C(=O)Nc3ccc4c(c3)COC4=O)CC2)cc1	-2	100	-11	100	1	0	103	90
50	CC(C)(C)C(=O)NC1=NN(c2c(Cl)cc(Cl)cc2Cl)C(=O)C1	2	85	14	107	0	0	86	87
51	Cc1nc2c(O)cccc2cc1CO	-2	102	13	103	6	3	105	74
52	Cc1cc(C)cc(OCC(=O)NNC(=S)NC(=O)C2CC2)c1	-3	92	2	97	-5	2	89	113
53	COc1cccc(N(CC(=O)NCC2CCCO2)C(=O)CNS(=O)(=O)c2ccccc2)c1 (stereo not given)	0	95	-18	95	-1	0	96	95
54	CCN(CC)CC(O)COCCC12CC3CC(CC(C3)C1)C2 (stereo not given)	5	94	-11	95	12	-2	93	100
55	O=C(O)c1ccccc1-c1nnc2c(Cl)cc(C(F)(F)F)cn12	5	106	-21	91	-4	4	103	105
56	COc1ccc(NC(=O)C(NC(=O)c2ccc(C)cc2)c2ccccc2)cc1 (stereo not given)	1	110	-10	90	0	3	102	94
57	COc1ccccc1Cn1c(=O)c2ccccc2n2c(SCc3csc(C)n3)nnc12	-1	97	1	102	-1	-13	101	112
58	Cc1nc2sc(C(c3ccco3)N3CCN(c4cccc(Cl)c4)CC3)c(O)n2n1 (stereo not given)	-6	98	-4	101	-2	-1	100	87
59	CN(C(=O)c1ccno1)c1nnc(-c2cccnc2)s1	-4	95	27	102	0	2	102	108
60	CC1=C(C(=O)OC2CCCCCC2)C(c2ccc(C)o2)C2=C(CCCC2=O)N1 (stereo not given)	-2	95	-4	102	-8	4	100	102

# Next records:
no.	mol	proCasp3 act	RPL19A-GFP yeast	JMJD2C inh	LAP4 TOR yeast	proCasp7 act	AHR act	MEP2-GFP yeast	CR mimetic SO
61	Cc1cc(C(=O)CSc2nnc(-c3cccnc3)n2-c2ccccc2F)c(C)n1C	-4	99	-20	107	-8	-3	101	93
62	COc1ccc(OCC(=O)N/N=C2\CCCCc3ccccc32)cc1	0	98	-8	105	5	2	104	146
63	CN(C)C(CNC(=O)c1ccc(OCc2cn3ccccc3n2)cc1)c1ccco1 (stereo not given)	7	97	13	94	-9	4	101	86
64	CCN1CCCC1CNC(=O)C1c2ccccc2C(=O)N(CCOC)C1c1ccc(F)cc1 (stereo not given)	-7	98	1	102	-2	3	98	118

# 4 entries from above, with each value named.
61: Cc1cc(C(=O)CSc2nnc(-c3cccnc3)n2-c2ccccc2F)c(C)n1C
  proCasp3 act = -4	RPL19A-GFP yeast = 99	JMJD2C inh = -20	LAP4 TOR yeast = 107	proCasp7 act = -8	AHR act = -3	MEP2-GFP yeast = 101	CR mimetic SO = 93
62: COc1ccc(OCC(=O)N/N=C2\CCCCc3ccccc32)cc1
  proCasp3 act = 0	RPL19A-GFP yeast = 98	JMJD2C inh = -8	LAP4 TOR yeast = 105	proCasp7 act = 5	AHR act = 2	MEP2-GFP yeast = 104	CR mimetic SO = 146
63: CN(C)C(CNC(=O)c1ccc(OCc2cn3ccccc3n2)cc1)c1ccco1 (stereo not given)
  proCasp3 act = 7	RPL19A-GFP yeast = 97	JMJD2C inh = 13	LAP4 TOR yeast = 94	proCasp7 act = -9	AHR act = 4	MEP2-GFP yeast = 101	CR mimetic SO = 86
64: CCN1CCCC1CNC(=O)C1c2ccccc2C(=O)N(CCOC)C1c1ccc(F)cc1 (stereo not given)
  proCasp3 act = -7	RPL19A-GFP yeast = 98	JMJD2C inh = 1	LAP4 TOR yeast = 102	proCasp7 act = -2	AHR act = 3	MEP2-GFP yeast = 98	CR mimetic SO = 118

# Reprinted at random: 2 records from the list
no.	mol	proCasp3 act	RPL19A-GFP yeast	JMJD2C inh	LAP4 TOR yeast	proCasp7 act	AHR act	MEP2-GFP yeast	CR mimetic SO
64	CCN1CCCC1CNC(=O)C1c2ccccc2C(=O)N(CCOC)C1c1ccc(F)cc1 (stereo not given)	-7	98	1	102	-2	3	98	118
61	Cc1cc(C(=O)CSc2nnc(-c3cccnc3)n2-c2ccccc2F)c(C)n1C	-4	99	-20	107	-8	-3	101	93
